NCI-60 one-dose screen, 48 h, at 10 µM unless noted. Numbers give growth in % (100 = growth as untreated, 0 = no growth, -100 = all killed).
OVCAR-8: OVCAR-8 ovarian cancer | 4.4% of 81,000 active
OVCAR-3: OVCAR-3 ovarian cancer | 7% of 79,000 active
OVCAR-4: OVCAR-4 ovarian cancer cells; 3.7% of 80,000 active; AID 1794784
OVCAR-5: OVCAR-5 ovarian cancer; 2.9% of 82,000 active
NCI-H23: NCI-H23 lung cancer; 4% of 80,000 active; AID 1794731
IGROV1: IGROV1 ovarian cancer. 4.7% of 79,000 active
NCI/ADR-RES: NCI/ADR-RES ovarian cells; 4.4% of 81,000 active; AID 1794790
SK-OV-3: SK-OV-3 ovarian cancer cells. 3.2% of 80,000 active. AID 1794785
NCI-H522: NCI-H522 lung cancer; 8% of 78,000 active; AID 1794739
Starred values were filed as active, the others as inactive; nt = no result given; & = joins results of further samples. How the source made its calls: active means growth percent below 10; inactive means the rest.

Start of the data: the first ten entries, ahead of the listing:
SMILES | OVCAR-8 | OVCAR-3 | OVCAR-4 | OVCAR-5 | NCI-H23 | IGROV1 | NCI/ADR-RES | SK-OV-3 | NCI-H522
CC(O)c1cccc([N+](=O)[O-])c1 (centres undefined) | 98 | 99 | 102 | 87 | 94 | 70 | 93 | nt | 84
Nc1ccccc1Cn1c(=O)[nH]c2cnc(Nc3ccc(OCCN4CCOCC4)cc3)nc21 | 96 | 111 | 91 | 94 | 101 | 99 | 104 | 114 | 64
O=C1c2ccccc2-c2cn(Cc3ccccc3)c3cccc(c23)C1c1cccnc1 (centres undefined) | 58 | 2.2* | 64 | 76 | 46 | 55 | 26 | 38 | -12*
Cn1cccc1-c1cc(-c2ccccc2Cl)c(C#N)c(=O)[nH]1 | 105 | 113 | 101 | 101 | 88 | 98 | 91 | nt | 98
O=C1/C(=C/C=C/c2ccco2)SC(=S)N1c1ccc(Cl)cc1 | 99 | nt | 96 | 96 | 95 | 103 | 98 | 114 | 99
O=C(Oc1ccc(-c2ccccc2[N+](=O)[O-])cc1)c1ccccc1 | 100 | 104 | 95 | 101 | 95 | 99 | 99 | 108 | 89
O=C(NCCN1CCOCC1)n1cc(-c2ccncc2)c(-c2ccc(Cl)c(O)c2)n1 | 106 | 115 | 121 | 117 | 106 | 123 | 105 | 108 | 105
CCOc1cc(-c2nccc3cc(OC)c(OC)cc23)cc(OCC)c1OCC | 98 | 107 | 101 | 68 | 70 | 91 | 72 | 98 | 94
COc1ccc(C(=O)Nc2cccc(-c3cc(=O)c4ccccc4o3)c2)cc1OC | 85 | 110 | 102 | 99 | 103 | 108 | 94 | 114 | 82
NNC(=O)CSc1nc2ccccc2[nH]1 | 105 | 98 | 96 | 102 | 100 | 97 | 101 | 92 | 92

This part in full, from the first entry:
SMILES | OVCAR-8 | OVCAR-3 | OVCAR-4 | OVCAR-5 | NCI-H23 | IGROV1 | NCI/ADR-RES | SK-OV-3 | NCI-H522
CC(O)c1cccc([N+](=O)[O-])c1 (centres undefined) | 98 | 99 | 102 | 87 | 94 | 70 | 93 | nt | 84
Nc1ccccc1Cn1c(=O)[nH]c2cnc(Nc3ccc(OCCN4CCOCC4)cc3)nc21 | 96 | 111 | 91 | 94 | 101 | 99 | 104 | 114 | 64
O=C1c2ccccc2-c2cn(Cc3ccccc3)c3cccc(c23)C1c1cccnc1 (centres undefined) | 58 | 2.2* | 64 | 76 | 46 | 55 | 26 | 38 | -12*
Cn1cccc1-c1cc(-c2ccccc2Cl)c(C#N)c(=O)[nH]1 | 105 | 113 | 101 | 101 | 88 | 98 | 91 | nt | 98
O=C1/C(=C/C=C/c2ccco2)SC(=S)N1c1ccc(Cl)cc1 | 99 | nt | 96 | 96 | 95 | 103 | 98 | 114 | 99
O=C(Oc1ccc(-c2ccccc2[N+](=O)[O-])cc1)c1ccccc1 | 100 | 104 | 95 | 101 | 95 | 99 | 99 | 108 | 89
O=C(NCCN1CCOCC1)n1cc(-c2ccncc2)c(-c2ccc(Cl)c(O)c2)n1 | 106 | 115 | 121 | 117 | 106 | 123 | 105 | 108 | 105
CCOc1cc(-c2nccc3cc(OC)c(OC)cc23)cc(OCC)c1OCC | 98 | 107 | 101 | 68 | 70 | 91 | 72 | 98 | 94
COc1ccc(C(=O)Nc2cccc(-c3cc(=O)c4ccccc4o3)c2)cc1OC | 85 | 110 | 102 | 99 | 103 | 108 | 94 | 114 | 82
NNC(=O)CSc1nc2ccccc2[nH]1 | 105 | 98 | 96 | 102 | 100 | 97 | 101 | 92 | 92
CCCCSC1=C(Cl)CN(c2ccc(Cl)cc2)C1=O | 99 | nt | 104 | 104 | 102 | 109 | 103 | 110 | -4.1*
Cc1ccc(CC(=O)Nc2cc(C3(C)CC3)nn2C2CCCCC2)cn1 | 103 | 113 | 106 | 100 | 94 | 103 | 98 | 116 | 98
O=C1NCCNC1C1C(=O)Nc2ccccc21 (centres undefined) | 104 | 120 | 101 | 106 | 100 | 107 | 101 | 104 | 95
CC(N)CC1CCCCC1 (centres undefined) | 106 | 109 | 124 | 88 | 95 | 98 | 97 | 129 | 88
COc1cc(/C=C(\C#N)c2ccc(Cl)cc2)ccc1OCc1ccccc1 | 100 | 101 | 86 | 80 | 87 | 96 | 89 | 97 | 65
COc1ccc(C=O)c([N+](=O)[O-])c1O | 95 | 120 | 122 | 123 | 107 | 90 | 102 | 115 | 99
CCCCCCCCSC(=O)n1cc(F)c(=O)[nH]c1=O | 80 | 68 | 91 | nt | 60 | 86 | 79 | 79 | 83
CN(C(=O)CN1C(=O)/C(=C/c2ccco2)SC1=S)C1CCS(=O)(=O)C1 (centres undefined) | 96 | 100 | 106 | 111 | 100 | 116 | 96 | 91 | 15
CC(=O)Nc1ccccc1C12NCCN(CCN1)C2=O | 103 | 110 | 106 | 104 | 91 | 105 | 105 | 112 | 98
CN1C(=O)C2=C(NCCN(C(=O)Cc3ccc(C(F)(F)F)cc3)C2c2ccc(Cl)c(Cl)c2)C1(C)C (centres undefined) | 99 | 105 | 87 | 106 | 97 | 91 | 99 | 107 | 86
N#C/C(=C\c1ccc(-c2cc(Cl)ccc2Cl)o1)c1nc(-c2ccccc2)cs1 | 99 | 104 | 102 | 95 | 93 | 80 | 100 | 96 | 91
CC(C)[C@H](C(=O)O)N1C(=O)c2ccccc2C1=O | 103 | 100 | 98 | 87 | 92 | 102 | 106 | 74 | 77
O=C1/C(=C/C2=Cc3ccccc3OC2)SC(=S)N1c1cccc(O)c1 | 91 | 85 | 61 | 96 | 86 | 89 | 94 | 92 | 83
C=C(c1ccc(C(=O)O)cc1)c1cc2c(cc1C)C(C)(C)CCC2(C)C | 81&77 | 83&89 | 87&95 | 80&91 | 82&82 | 80&99 | 73&72 | 78&89 | 61&52
COCCNC(=O)c1ccc(-c2nc3ccc4[nH]ncc4c3c3c2CCCC3)cc1 | 46 | 56 | 62 | 68 | 43 | 16 | 64 | 6.5* | 31
O=C(O)C(c1ccccc1)N1C(=O)/C(=C/c2ccc(O)c(O)c2)SC1=S (centres undefined) | 104 | 104 | 106 | 100 | nt | 100 | 105 | 111 | 95
Cc1nn(CCO)c(C)c1N=[N+]([O-])c1c(C)nn(CCO)c1C | 79 | -88* | 14 | 84 | 87 | nt | 96 | 115 | -78*
Cc1c(C(=O)CN2C3CCC2CC3)c2ccc(CCS(C)(=O)=O)cc2n1-c1ccc(Cl)cc1 | 90 | 91 | 107 | 107 | 97 | 112 | 99 | 101 | 84
O=S(=O)(NCCCNc1cc(-c2c(-c3cccc(O)c3)nc3sccn23)ccn1)c1ccc(Br)cc1 | 39 | 54 | 48 | 116 | 88 | 63 | 80 | 55 | 75
O=C1Nc2ccccc2/C1=C/c1cn(C(=O)c2c(Cl)cccc2Cl)c2ccccc12 | 52 | 43 | 50 | 85 | 57 | 26 | 58 | 72 | 55
COc1ccc(-c2nn(-c3ccccc3)cc2C2SCC(=O)N2c2ccccc2)cc1OC (centres undefined) | 97 | 118 | 107 | 132 | 93 | 112 | 99 | 108 | 93
COc1ccc(-c2nc(C(Cl)Cl)nc3cc(-c4ccccc4)nn23)cc1 | -34* | -34* | -15* | -13* | nt | 2.0* | 9.8* | -30* | -59*
Nc1n[nH]c(-c2ccccc2CO)c1-c1nc2ccccc2s1 | 113 | 113 | 112 | 102 | 97 | 95 | 105 | 93 | 91
COc1ccc(OC)c(-c2cnc3nonc3n2)c1 | 90 | 82 | 106 | 101 | 80 | 101 | 111 | 106 | 63
Cc1cc2n(n1)C(C(C)C)C(C(=O)c1cc(Cl)c(C)cc1O)=CN2 (centres undefined) | 80 | 68 | 53 | 121 | 49 | 73 | 66 | 75 | 46
O=C(O)c1cc(Br)cc(Br)c1NS(=O)(=O)c1ccccc1 | 96 | 116 | 104 | 113 | nt | 103 | 110 | 113 | nt
CCc1ccccc1-n1c(-c2ccc(Cl)cc2)cc(-c2ccc(OC)cc2)c(C#N)c1=O | 102 | 100 | 90 | 95 | 102 | 80 | 95 | 103 | 85
CCN(CC)CCCNc1nc(Cl)nc(NCCCN(CC)CC)n1 | 96 | 108 | 97 | 99 | 98 | 110 | 99 | 87 | 91
COc1ccc(C(=O)N/N=C/c2ccc(OC)c([N+](=O)[O-])c2)cc1 | 99 | 105 | 108 | 93 | 95 | 114 | 100 | 111 | 98
O=c1c2cc(Nc3nc(-c4ccc(F)cc4)cs3)ccc2nc2n1CCC2 | 89 | 104 | 81 | 102 | 100 | 104 | 102 | 86 | nt
O=C1/C(=C/c2ccc(Cl)cc2)COc2ccc(O)cc21 | 78 | 76 | 84 | 89 | 91 | 79 | 89 | 132 | 14
COc1cc(-c2nc3sc(C4CC4)nn3c2-c2cccc(F)c2)cc(OC)c1OC | 82 | 84 | 67 | 88 | 86 | 79 | 69 | 91 | 59
CC1(C)OC2C(CO)OC(n3cnc4c(=S)nc[nH]c43)C2O1 (centres undefined) | 81 | 92 | 89 | 114 | 99 | 113 | 106 | 89 | 77
Nc1nc(NC(=O)Nc2ccc(S(N)(=O)=O)cc2)nn1-c1ccc(S(N)(=O)=O)cc1 | 100 | 93 | 110 | 95 | 97 | 100 | 106 | 109 | 74
O=C(O)c1cc(O)ccc1O | 100 | 125 | 115 | 115 | 100 | 121 | 109 | 115 | 103
CCCCc1ccc(-c2nc3c(c(C)nc4c3nnn4-c3ccc(OC)cc3)c(=O)o2)cc1 | 112 | 113 | 110 | 99 | 108 | 109 | 107 | 108 | 101
Fc1ccc(-c2nn3c(-c4cc(C(F)(F)F)cc(C(F)(F)F)c4)nnc3s2)cc1 | 20 | 13 | 22 | 95 | 46 | 22 | 41 | -36* | nt
Cn1cnc2ccccc2c1=O | 103 | 111 | 109 | 116 | 106 | 112 | 100 | 105 | 97
O=C(O)c1cc(O)c(O)c(OC(=O)c2cc(O)c(O)c(O)c2CNc2ccc(S(=O)(=O)O)cc2)c1 | 110 | 107 | 94 | 113 | 103 | 122 | 103 | 95 | 107
COc1ccc(CN(CCN(C)C)c2ncccn2)cc1 | 99 | 113 | 102 | nt | 100 | 99 | 105 | 108 | 92
O=C(CCCCl)Nc1nc(-c2ccc(Cl)cc2)cs1 | 90 | 96 | 80 | 92 | 92 | 86 | 98 | 107 | 78
CC(C)(C)n1cc(-c2ccnc(NCCCNS(=O)(=O)c3ccc(C(F)(F)F)cc3)n2)c(-c2ccc(F)c(O)c2)n1 | 87 | 99 | 70 | 112 | 77 | 103 | 82 | 91 | 78
Nc1ccc2c3c(cccc13)-c1ccccc1-2 | 99 | 88 | 86 | 100 | 98 | 84 | 95 | 100 | 68
COc1ccc(-c2nc3ccc(-c4nnc(SCc5ccccc5)o4)cc3[nH]2)cc1 | -37* | -33* | -58* | 47 | 8.1* | -17* | -66* | 5.8* | -16*
O=C(CS(=O)(=O)c1ccccc1)CS(=O)(=O)c1ccccc1 | 102 | 111 | 100 | 87 | 115 | 118 | 108 | 119 | 100
COC(=O)[C@]12CC[C@@H](C)[C@H](C)[C@@H]1C1=CC[C@@H]3[C@@]4(C)C/C(=N\O)[C@H](O)[C@@]5(C)COC(=C45)C[C@@]3(C)[C@]1(C)CC2 | -78* | -98* | -79* | -75* | -76* | -58* | -62* | -92* | -85*
COc1cc2c(cc1OC)C1=NN(C(=O)Nc3ccc(F)cc3)C(c3ccccc3Cl)C1C2 (centres undefined) | 89 | 94 | 97 | 90 | 88 | 88 | 64 | 101 | 64
COC(=O)c1cc(CN(C)C)c(O)c(CN(C)C)c1 | 106 | 102 | 113 | 115 | 104 | 113 | 108 | 108 | 106
CCOC(=O)c1c(CN2CCN(C)CC2)nc2ccc(Cl)cc2c1-c1ccccc1 | 84 | 77 | 79 | 69 | 75 | 50 | 69 | 91 | 66
CCOC(=O)CNC(=O)C1(NC(=O)CNC(=O)OCc2ccccc2)CCCC1 | 107 | 142 | 106 | 95 | 105 | 117 | 105 | 104 | nt

The listing continues.
SMILES | OVCAR-8 | OVCAR-3 | OVCAR-4 | OVCAR-5 | NCI-H23 | IGROV1 | NCI/ADR-RES | SK-OV-3 | NCI-H522
O=C1/C(=C/c2ccc(OCc3ccccc3)cc2)Oc2cc(OCCN3CCCCC3)ccc21 | 90 | 88 | 61 | 89 | 75 | 87 | 79 | 104 | 88
Cc1c(C(=O)Nc2cccc(S(=O)(=O)N3CCCC3)c2)nnn1-c1ccccc1 | 74 | 71 | 53 | 89 | 55 | 80 | 58 | 97 | 60
Fc1cccc(CSc2ncnc3c2ncn3C2CCCCO2)c1 (centres undefined) | 97 | 108 | 85 | 90 | 99 | 120 | 92 | 116 | 94
CC(=O)CC(=O)Nc1ccc(NC(=O)CC(C)=O)cc1 | 107 | 125 | 112 | 104 | 100 | 114 | 107 | 100 | 107
N#Cc1c(-c2ccco2)nc(SCc2cccc(C(=O)O)c2)[nH]c1=O | 104 | 109 | 98 | 115 | 104 | 112 | 105 | 87 | 101
COC(=O)C1CSCC1=O (centres undefined) | 105 | 107 | 101 | 118 | 103 | 103 | 108 | 101 | nt
NC(=O)c1c(NC(=O)Nc2ccc(F)c(Cl)c2)sc2cc(O)ccc12 | 75 | 59 | 70 | 95 | 58 | 63 | 77 | 104 | 34
Nc1c2c(nc3ccc(Cl)cc13)CC(c1ccc(O)cc1)CC2=O (centres undefined) | 75 | 25 | 81 | 92 | 61 | 49 | 25 | 69 | 44
COc1ccc(C(O)(CNC2CCCCC2)c2ccccc2)cc1 (centres undefined) | 94 | 100 | 111 | 105 | 94 | 103 | 100 | 102 | 76
Cc1nnc(C)n1N | 104&83 | 110&106 | 118&110 | 110&94 | 110&107 | 104 | 105&110 | 110&109 | 112&121
COc1cc(-c2nc3c(c(C)nc4c3nnn4-c3ccccc3)c(=O)o2)cc(OC)c1OC | 107 | 116 | 114 | 103 | 115 | 112 | 115 | 115 | 103

Screens as filed in PubChem.
